High-throughput results (PubChem BioAssay)
RXFP1 antagonist: antagonists of human relaxin receptor RXFP1; HEK293-RXFP1, relaxin-stimulated cAMP HTRF, 30 min; active compounds read low; activity change, negative = inhibition, % at 57.5 µM; actives 0.59% (n = 350,000); AID 1259400;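 active = activity change of -60% or lower, but not beyond a set lower limit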; note: % is set by controls: 0 for no effect and ±100 for the full control effect
Target sequence (Q9HBX9 whole entry, looked up): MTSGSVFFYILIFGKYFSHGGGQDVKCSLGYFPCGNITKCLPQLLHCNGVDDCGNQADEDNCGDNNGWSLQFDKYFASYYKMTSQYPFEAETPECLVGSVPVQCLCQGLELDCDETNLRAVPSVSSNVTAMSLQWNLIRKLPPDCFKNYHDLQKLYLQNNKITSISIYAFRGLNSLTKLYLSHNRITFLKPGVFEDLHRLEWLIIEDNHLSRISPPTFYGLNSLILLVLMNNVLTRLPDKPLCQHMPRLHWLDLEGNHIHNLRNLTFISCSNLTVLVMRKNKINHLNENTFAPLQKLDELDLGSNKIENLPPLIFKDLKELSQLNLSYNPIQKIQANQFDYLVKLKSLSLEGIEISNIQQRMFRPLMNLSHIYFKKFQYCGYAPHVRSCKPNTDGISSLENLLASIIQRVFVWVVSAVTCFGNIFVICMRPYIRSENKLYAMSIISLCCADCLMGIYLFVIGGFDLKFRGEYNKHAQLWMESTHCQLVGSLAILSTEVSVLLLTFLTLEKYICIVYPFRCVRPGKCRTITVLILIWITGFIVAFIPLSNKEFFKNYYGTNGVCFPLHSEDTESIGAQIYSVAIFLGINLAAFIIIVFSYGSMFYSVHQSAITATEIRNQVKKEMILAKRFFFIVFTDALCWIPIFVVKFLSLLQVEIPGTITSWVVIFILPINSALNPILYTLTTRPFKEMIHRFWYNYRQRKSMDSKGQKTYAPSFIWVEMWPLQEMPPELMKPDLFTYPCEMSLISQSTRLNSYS
D1 PAM: human D1 dopamine receptor positive modulation; P21728; actives 0.036% (n = 360,000); HEK293 TREx D1 cells, calcium flux, dopamine EC20 potentiation; potentiation, % at 10 µM; in the data active = potentiation above about 30%; note: 0% is about no effect
D1 antag: blocks dopamine activation of the human D1 receptor; P21728; HEK293 TREx D1 cells, calcium flux, dopamine EC80; active compounds read low; activity change, negative = inhibition, % at 10 µM; actives 3.2% (n = 360,000); in the data active = activity change below about -30%; note: % is set by controls: 0 for no effect and ±100 for the full control effect
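Calcium flux readout: force-coupled, inducible Hek293 Trex D1 line, cells induced overnight at 30 C with tetracycline, dye-loaded 30–90 min at RT. Antagonism scored against EC80 dopamine challenge given 180 s after compound.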
D2 antagonist: antagonists of human D2 dopamine receptor; P14416; HEK293 TREx D2 cells, calcium flux, dopamine EC80; inhibition, % at 10 µM; actives 2% (n = 340,000); in the data active = inhibition above about 30%; note: 0% is about no effect
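Inhibition of EC80 dopamine-driven calcium flux, recorded kinetically, defines activity here; cells are a tetracycline-induced HEK293 T-REx line expressing force-coupled D2.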
D1 agonist: agonists of human D1 dopamine receptor; activation, % at 2 µM; P21728; HEK293 T-REx D1 cells, calcium flux, agonist mode; actives 1% (n = 360,000); note: 0% is about no effect
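Agonism was scored from calcium flux recorded over 180 s (1 read/s) after pintool compound addition, following a 10-cycle baseline. Cells were inducible force-coupled HEK293 TREx D1, plated overnight at 30 C and loaded with no-wash calcium dye.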
TRHR PAM: allosterically enhances the human TRH receptor; enhancement, % at 2 µM; TRHR cells, fluo-8 calcium fluorescence, EC20 TRH enhancement; AID 493056; P34981; actives 0.66% (n = 360,000); in the data active = enhancement above about 30%; note: 0% is about no effect
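Enhancer read-out: after compound pinning and an initial kinetic agonist-mode read, an EC20 of TRH (10 nM final) was injected and fluo-8 calcium signal (Ex 480/Em 530) followed at 1 s/cycle for 100 cycles in TRHR-expressing cells.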
TRHR ag: agonists of human TRH receptor; TRHR cells, calcium flux fluo-8, FDSS agonist mode; actives 0.18% (n = 360,000); P34981; activation, % at 2 µM; note: 0% is about no effect
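Steps: seed TRHR cells overnight; add fluo-8 no-wash Ca dye, RT 30 min–1.5 h; record 10 s baseline; pin-transfer compounds; monitor fluorescence 1 cycle/s for the agonist window. Calcium increases flag candidate agonists.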
D2 agonist: agonists of human D2 dopamine receptor; P14416; HEK293 T-REx D2 cells, calcium flux agonist mode; activation, % at 2 µM; actives 0.53% (n = 340,000); AID 485358;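 active = activation over 3 SD above normal in the single-dose calcium agonist read, cut at about 30% in these data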; note: 0% is about no effect
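In this primary screen, compounds producing a positive calcium signal within 180 s of addition to tetracycline-induced, force-coupled HEK293 Trex D2 cells are flagged; cells are dye-loaded with a no-wash calcium kit beforehand.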
D2 potentiator: D2 dopamine receptor (human) potentiation; P14416; HEK293 T-REx D2, calcium flux, EC20 dopamine potentiation; potentiation, % at 10 µM; actives 0.34% (n = 340,000);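 active = potentiation over 3 SD above the plate norm, cut at about 30% in these data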; note: 0% is about no effect
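Using a no-wash calcium dye in inducible, force-coupled HEK293 Trex cells expressing D2, we tracked fluorescence each second for 180 s after compound, then for 180 s after EC20 dopamine to detect augmented signalling.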
Numbers without * were called inactive; . = not tested or not shown; & = joins results of further samples. Cut-off read from the data, not from the text of the source, unless noted: active = activation above about 30%; inactive = the rest.

SMILES	RXFP1 antagonist	D1 PAM	D1 antag	D2 antagonist	D1 agonist	TRHR PAM	TRHR ag	D2 agonist	D2 potentiator
COc1ccc2[nH]c(C(=O)O)c(NC(=O)c3cc(OC)c(OC)c(OC)c3)c2c1	9	-5	-9	-3	1	6	0.1	0.2	7
Cc1ccc(NC(=O)CSc2ncnc3ccccc23)cc1S(=O)(=O)N1CCCCC1	1	1	-19	21	15	3	0.6	0.3	-2
CCOc1ccc(Nc2oc(/C=C/c3ccc(F)cc3)nc2C#N)cc1	.	2	-2	.	0	2	0.7	-0.8	18
S=C(Nc1ccccc1)c1ccccn1	-31	-1&3	-6&-6	-3&28	1&5	-12&-3	0.0&-2.2	0.1&-1.3	12&-8
S=C(Nc1ccc2c(c1)OCO2)Nc1ccccc1Cl	14	-5	-19	-6	1	7	0.0	0.8	-3
Cc1ccc(C)c(N2C(=O)CC(Cc3ccc(Br)cc3)C2=O)c1 (stereo not drawn)	-1	7	3	9	6	-1	0.3	0.5	0
CN(CC(=O)Nc1ccccc1C(F)(F)F)C(=O)C1CCN(S(=O)(=O)c2ccc3c(c2)OCCO3)CC1	-2	-9	6	3	1	-3	-0.2	-0.4	7
O=C(CCNC(=O)c1ccccc1Cl)Nc1nc(-c2ccc3ccccc3c2)cs1	-1	3	6	9	3	20	-0.5	0.1	2
O=C(Nc1cccc(C(=O)N2CCCCC2)c1)c1nsc2ccccc12	-8	1	-3	.	-1	12	-0.4	-0.9	3
Cc1nc(N2CCCC2)c2c(C(=O)Nc3ccc(C)c(Cl)c3)c(C)oc2n1	4	-4	4	.	0	-9	-0.9	.	.
CCCCc1ccc(NC(=O)Cn2nnc3sc4c(c3c2=O)CCC(C)C4)cc1 (stereo not drawn)	1	-2	4	.	4	25	1.2	0.7	0
COC(=O)c1ccc(NC(=O)CSc2ccc(-c3ccccn3)nn2)cc1	4	2	10	4	2	-4	-0.8	0.5	19
CCCC(=O)C1=C(O)C(C(=O)OC)C(C)(C)CC1=Nc1ccncc1 (stereo not drawn)	-13	-4	-1	4	2	15	-0.2	0.4	0
O=C(CSc1nnc(CN2CCOCC2)n1-c1ccccc1)N1CCc2ccccc21	0	1	-13	-16	2	0	0.1	1.0	-3
O=C(N/N=C/c1cn(-c2ccccc2)nc1-c1cccnc1)c1ccc(F)cc1	-5	-2	-6	.	0	-4	-2.0	.	.
COc1cc(/C=N/NC(=O)c2cc(C3CC3)[nH]n2)ccc1O	-4	10	-3	-9	3	7	0.5	-0.7	-12
O=C(NCCOc1ccccc1F)C1CC(=O)N(c2ccc3c(c2)OCCO3)C1 (stereo not drawn)	7	-6	-7	-7	1	-6	-0.4	-1.3	-10
Cc1cccc2cc(CNCC3CCCO3)c(Cl)nc12 (stereo not drawn)	2	2	-2	12	1	0	-0.1	45*	-23
CNc1c(NS(=O)(=O)c2ccc(OC)cc2)c(=O)oc2ccccc12	-12	-3	-6	-20	2	3	-0.5	0.7	7
COC(=O)C1C(=O)C2=C(CC1C)NC(C)=C(C(=O)OC1CCCC1)C2c1ccc(N(C)C)cc1 (stereo not drawn)	-12	-6	-7	-15	0	2	-0.1	0.3	6
Cc1snnc1C(=O)NC(=S)Nc1ccccc1	-2	-2	-4	-14	2	0	0.5	-0.2	13
Cc1c(Cl)cccc1NC(=O)C1CCN(c2ncnc3c2nc2n3CCCCC2)CC1	7	0	-9	.	1	12	-0.9	.	-5
CS(=O)(=O)N1CCN(c2ccccc2NC(=O)c2ccc3c(c2)OCCO3)CC1	3	-1	5	2	-3	-8	0.6	1.5	10
CCn1c(SCC(=O)NNC(=O)c2ccc(C)cc2)nnc1C(C)C	13	2	-7	-12	3	5	0.2	-0.4	-10
CC(=O)c1sc(NS(=O)(=O)c2ccc(C)cc2)nc1C	-6	-5	2	-5	1	5	-0.9	0.0	.
Cc1ccc(OCCOC(=O)c2cc(S(=O)(=O)N3CCCCC3)ccc2N2CCOCC2)cc1	-4	-2	-5	11	4	-2	0.0	1.0	5
Cc1nn(-c2ccccc2)c2c1C1(C(=O)N3c4c(cccc41)C(C)CC3(C)C)C(C#N)=C(N)O2 (stereo not drawn)	11	-4	.	14	7	-8	-0.6	-0.9	15
Cc1oc2ncn(C)c(=O)c2c1C(=O)N1CCN(c2cccc(C(F)(F)F)c2)CC1	.	5	3	.	2	-17	0.3	1.3	4
O=C(/C=C/c1ccc(Cl)c([N+](=O)[O-])c1)c1cccnc1	9	-1	16	-3	3	36*	0.8	0.6	7
COCc1[nH]nc2c1C1(CCC3(CC1)OCCO3)C(C#N)=C(N)O2	10	-2	-6	3	0	1	0.3	-0.1	7
CC(C)OP(=O)(OC(C)C)C(Nc1ccccc1)c1cccnc1 (stereo not drawn)	-4	2	4	-2	1	3	0.1	-0.7	6
CC(Oc1cccc(Cl)c1)C(=O)Nc1ccncc1 (stereo not drawn)	3	-4	-24	-15	27	-5	-1.3	0.2	7
CCOc1ccccc1N(CC(=O)NCCc1ccc(OC)c(OC)c1)S(=O)(=O)c1ccccc1	-13	.	10	13	1	6	-0.8	-0.9	-2
CN1CCN(C(=O)c2cnn(-c3ccccc3)c2C2CCN(C(=O)OC(C)(C)C)CC2)CC1	-21	6	23	.	1	-6	-1.4	1.9	0
O=C(NC1(C(F)(F)F)N=C2SCCN2C1=O)C1CCCCC1 (stereo not drawn)	0	1	-14	7	3	-4	0.2	-0.1	-2
O=C(Nc1ccccc1F)c1cc(Cl)sc1Cl	3	1	8	0	3	7	0.1	-1.7	1
COc1ccc(OCc2cc(C(=O)N(C)Cc3cc(C4CC4)n[nH]3)no2)c(Cl)c1	2	-2	-11	3	19	14	1.0	0.2	5
CCN1CCN(Cc2ccccc2NC(=O)Nc2ccc(C)cc2)CC1	3	4	3	10	2	-10	1.0	0.1	-6
COc1cc(NC(=O)COc2ccccc2Cl)ccc1NC(=O)c1cccs1	-10	-8	-2	.	2	8	-0.4	.	0
N#CC1(NC(=O)COc2ccc3ccc(=O)oc3c2)CCCCC1	-8	-2	5	14	-1	-6	0.8	-0.1	10
CC(C)Cc1nnc(NC(=O)CN2C(=O)C3CCCCC3C2=O)s1 (stereo not drawn)	-15	4	3	2	4	4	1.6	0.6	1
Cn1c(=O)cc(OCCCC(=O)Nc2ccc(F)cc2)c2ccccc21	-12	-5	-6	.	0	-6	-0.5	.	-7
O=S(=O)(c1ccc2nc(Cc3ccccc3)[nH]c2c1)N1CCOCC1	3	-6	3	.	1	-5	-0.7	.	.
CCC1(C)Cc2ccccc2-c2c1c(=O)n(Cc1ccccc1)c1nnnn21 (stereo not drawn)	-6	0	-5	2	2	-2	0.2	0.2	4
O=C1CN(C(=O)CSc2nnnn2C2CC2)c2ccccc2N1	7	2	9	-9	5	6	0.7	-0.6	5

Some of the entries above, set out differently.
Below each SMILES: RXFP1 antagonist | D1 PAM | D1 antag | D2 antagonist | D1 agonist | TRHR PAM | TRHR ag | D2 agonist | D2 potentiator
- CC(C)OP(=O)(OC(C)C)C(Nc1ccccc1)c1cccnc1 (stereo not drawn)
 : -4 | 2 | 4 | -2 | 1 | 3 | 0.1 | -0.7 | 6
- CC(Oc1cccc(Cl)c1)C(=O)Nc1ccncc1 (stereo not drawn)
 : 3 | -4 | -24 | -15 | 27 | -5 | -1.3 | 0.2 | 7
- CCOc1ccccc1N(CC(=O)NCCc1ccc(OC)c(OC)c1)S(=O)(=O)c1ccccc1
 : -13 | . | 10 | 13 | 1 | 6 | -0.8 | -0.9 | -2
- CN1CCN(C(=O)c2cnn(-c3ccccc3)c2C2CCN(C(=O)OC(C)(C)C)CC2)CC1
 : -21 | 6 | 23 | . | 1 | -6 | -1.4 | 1.9 | 0
- O=C(NC1(C(F)(F)F)N=C2SCCN2C1=O)C1CCCCC1 (stereo not drawn)
 : 0 | 1 | -14 | 7 | 3 | -4 | 0.2 | -0.1 | -2
- O=C(Nc1ccccc1F)c1cc(Cl)sc1Cl
 : 3 | 1 | 8 | 0 | 3 | 7 | 0.1 | -1.7 | 1
- COc1ccc(OCc2cc(C(=O)N(C)Cc3cc(C4CC4)n[nH]3)no2)c(Cl)c1
 : 2 | -2 | -11 | 3 | 19 | 14 | 1.0 | 0.2 | 5
- CCN1CCN(Cc2ccccc2NC(=O)Nc2ccc(C)cc2)CC1
 : 3 | 4 | 3 | 10 | 2 | -10 | 1.0 | 0.1 | -6
- COc1cc(NC(=O)COc2ccccc2Cl)ccc1NC(=O)c1cccs1
 : -10 | -8 | -2 | . | 2 | 8 | -0.4 | . | 0
- N#CC1(NC(=O)COc2ccc3ccc(=O)oc3c2)CCCCC1
 : -8 | -2 | 5 | 14 | -1 | -6 | 0.8 | -0.1 | 10

The list goes on.
SMILES	RXFP1 antagonist	D1 PAM	D1 antag	D2 antagonist	D1 agonist	TRHR PAM	TRHR ag	D2 agonist	D2 potentiator
CCCOC(=O)/C(C)=N\NC(=O)c1ccco1	-10	-5	0	0	1	-6	0.3	0.3	9
CCOc1ccc(N(CC(=O)NC2CCCC2)C(=O)CCC(=O)Nc2nccs2)cc1	2	-4	3	15	2	-1	-0.3	0.6	-16
CCCc1ccc(OCc2ccc(C(=O)O)o2)c(OC)c1	-3	5	7	6	3	1	0.2	0.3	12
COCCCNC(=O)C1c2ccccc2Oc2ccccc21	5	0	-1	3	1	-2	0.1	1.1	2
Cc1nc([N+](=O)[O-])c(NCCO)n1Cc1ccccc1	-40	-2	8	4	3	-9	0.1	0.4	0
COc1ccc(C(=O)Nn2cc3c(c2-c2ccccc2)c(=O)n(C)c(=O)n3C)cc1	-4	-9	-2	-7	0	-4	-0.7	-0.4	-1
COc1ccc(N2CCN(S(=O)(=O)c3ccc4c(c3)CCCN4C(C)=O)CC2)cc1	-15	-5	-11	.	3	3	-0.3	0.9	-3
CN(Cc1nc2ccccc2n1C)C(=O)c1cccs1	-8	-6	5	9	4	12	-0.7	-0.6	10
O=C(COC(=O)c1ccc(Cl)c(S(=O)(=O)N2CCCC2)c1)NC1CCCC1	-5	0	-2	1	2	-3	-0.8	-0.6	-2
O=C(NCCC1=CCCCC1)C1CCC(CNS(=O)(=O)c2ccccc2)CC1 (stereo not drawn)	-4	4	-1	13	2	-2	-0.7	-1.1	20
NNC(=O)c1snnc1-c1ccccc1	-7	-3	-21	.	0	4	0.6	.	.
O=C(COC(=O)c1cc([N+](=O)[O-])ccc1NCc1ccccc1)NCc1ccccc1Cl	-5	-1	7	-11	0	1	-0.3	1.2	-8
O=C1N(c2cccc3ccccc23)C(c2ccccc2)N2CCCN12 (stereo not drawn)	.	-6	-23	6	-1	-2	-0.3	-0.3	17
Cc1ccccc1-c1nnn(CC(=O)Nc2cccc(S(N)(=O)=O)c2)n1	-6	-2	-11	7	3	-6	0.7	2.2	7
CC(C)Oc1ccc(C(=O)NNC(=O)c2ccccc2C(=O)O)cc1	-2	-6	-15	.	1	1	-1.5	.	-3
CC(C)Sc1nc2sc3c(c2c(=O)n1Cc1ccccc1)CCCC3	0	-1	10	.	1	-2	-0.2	0.0	-8
COc1ccc(-c2noc(COc3ccc(Cl)c(C)c3)n2)cc1	.	-1	8	4	-1	1	1.5	1.1	6
CCOC(=O)C1CCCN(C(=O)CCn2nc(-c3ccccc3)ccc2=O)C1 (stereo not drawn)	.	4	-5	7	1	11	0.0	0.2	0
Cc1ccc(-c2nc(N)s[n+]2-c2ccccc2)cc1	5	3	-37*	3	1	7	-0.4	-0.7	11
